# Compound activity from PubChem BioAssay.
# Tb PYK inh: T. brucei pyruvate kinase inhibition; Potency, µM (series often up to 76.8 µM), inactives show at the highest dose activity, negative = inhibition, actives largely listed as inhibitors; TbPYK enzyme, Kinase-Glo Plus ATP luminescence, 45 min; Q57TT1; 0.12% of 410,000 active; further: potency means the concentration at half of the fitted maximal effect; nearly all actives have a fitted effect of over 50% in size
#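 Enzyme and substrate buffer are dispensed first and compound is pin-transferred. ADP at 130 uM final then starts the reaction, which runs 45 min at room temperature. Detection reagent is added for 10 min before luminescence is imaged.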
# HCMV antiviral: inhibitors of human cytomegalovirus; activity change, negative = inhibition, % at 57.5 µM; 4.5% of 410,000 active; HFF cells, HCMV-luciferase reporter, 72 h; hits give low values; in the data active means activity change below about -60%; inconclusive means no clear call, values can overlap the other calls; inactive means above about -39%
#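 Two-dose cell screen: HFF monolayers treated with compounds and infected with luciferase-expressing HCMV at 1 PFU/cell, 72 h at 37C, then lysed for luciferase measurement.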
# LmPK inhibitor: inhibitors of Leishmania mexicana pyruvate kinase | Potency, µM (top dose mostly 57.5 µM), for the others: at the highest dose activity change, negative = inhibition, most hits filed as inhibitors | purified LmPK, Kinase-Glo ATP luminescence, 1 h | Q27686 | 0.37% of 290,000 active; further: potency means the concentration at half of the fitted maximal effect
# Target sequence (Q27686 whole entry, looked up): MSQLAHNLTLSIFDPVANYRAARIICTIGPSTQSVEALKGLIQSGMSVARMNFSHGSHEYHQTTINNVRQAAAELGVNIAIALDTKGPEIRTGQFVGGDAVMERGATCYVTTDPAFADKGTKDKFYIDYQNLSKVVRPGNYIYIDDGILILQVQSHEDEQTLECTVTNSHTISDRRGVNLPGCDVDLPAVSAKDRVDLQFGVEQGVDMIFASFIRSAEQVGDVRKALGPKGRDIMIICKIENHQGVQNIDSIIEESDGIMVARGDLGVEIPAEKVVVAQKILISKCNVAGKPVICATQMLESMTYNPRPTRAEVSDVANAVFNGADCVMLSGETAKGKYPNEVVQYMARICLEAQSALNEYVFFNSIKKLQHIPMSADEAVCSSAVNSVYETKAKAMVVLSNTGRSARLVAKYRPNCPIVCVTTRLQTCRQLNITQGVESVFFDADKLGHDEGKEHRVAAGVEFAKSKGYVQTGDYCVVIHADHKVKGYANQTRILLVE
#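 Purified LmPK (0.1 nM) converted ADP (0.1 mM) to ATP with PEP (0.5 mM) in imidazole buffer pH 7.2 with KCl and MgCl2, 1 h at room temperature. ATP was read by Kinase-Glo luminescence; data normalized to uninhibited and no-enzyme controls.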
# AmpC inh no detg: inhibitors of E. coli AmpC beta-lactamase without detergent. P00811. AmpC nitrocefin hydrolysis, absorbance 480 nm, 0.0001% Triton. Potency, µM (titrated, usually from 57.1 µM), without a hit: at the highest dose activity change, negative = inhibition, usual class: inhibitors. 0.52% of 330,000 active;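 further: potency means the concentration at half of the fitted maximal effect; plate controls were no compound for no effect and no enzyme for full effect; nearly all actives have a fitted effect of over 20% in size; some results filed as inactive show a strong effect at the top dose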
# Target sequence (P00811 whole entry, looked up): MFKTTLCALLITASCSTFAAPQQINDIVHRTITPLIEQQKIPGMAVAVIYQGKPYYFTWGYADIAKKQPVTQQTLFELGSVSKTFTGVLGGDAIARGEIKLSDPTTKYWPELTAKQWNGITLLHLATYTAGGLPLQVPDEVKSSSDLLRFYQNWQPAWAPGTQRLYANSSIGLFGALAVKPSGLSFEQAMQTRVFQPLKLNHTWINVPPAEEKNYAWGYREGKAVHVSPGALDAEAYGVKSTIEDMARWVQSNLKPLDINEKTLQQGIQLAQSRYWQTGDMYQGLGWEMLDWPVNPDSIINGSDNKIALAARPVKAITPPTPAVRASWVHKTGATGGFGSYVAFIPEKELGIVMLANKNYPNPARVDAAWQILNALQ
#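 AmpC (5.3 nM in the dispensed reagent) in 20 mM phosphate pH 7.0 with 0.01% (detergent screen) or 0.0001% Triton X-100 was preincubated with compounds for 15 min at room temperature. Nitrocefin was then added from an 800 uM solution, and hydrolysis was followed at 480 nm.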
# AmpC detergent: AmpC beta-lactamase inhibition with detergent present. Potency, µM (doses to about 114 µM), for inactives: at the top dose activity change, negative = inhibition, usual class: inhibitors. P00811. AmpC hydrolysis of nitrocefin, absorbance 480 nm, 0.01% Triton. 0.041% of 370,000 active;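 further: potency means the concentration at half of the fitted maximal effect; 0% = no-compound wells and -100% = no-enzyme wells; nearly all actives have a fitted effect of over 25% in size; some results filed as inactive show a strong effect at the top dose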
#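 AmpC (5.3 nM in the dispensed reagent) in 20 mM phosphate pH 7.0 with 0.01% (detergent screen) or 0.0001% Triton X-100 was preincubated with compounds for 15 min at room temperature. Nitrocefin was then added from an 800 uM solution, and hydrolysis was followed at 480 nm.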
# AMA1 RON2 block: inhibitors of Plasmodium falciparum AMA1-RON2 interaction; 0.2% of 360,000 active; AID 720542; Potency, µM (highest dose often 58.2 µM), inactives show at the highest dose activity change, negative = inhibition, most hits filed as inhibitors; AlphaScreen AMA1-biotinylated RON2 peptide binding;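 further: potency means the concentration at half of the fitted maximal effect; 0% = vehicle wells and -100% = peptide control; nearly all actives have a fitted effect of over 45% in size; some results filed as inactive show a strong effect at the top dose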
#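 AMA1 (3D7) with his tag at 25 nM final met compounds first, then biotinylated RON2 peptide at 25 nM; detection used donor plus acceptor beads, 10 µg/mL apiece, read by AlphaScreen after 30 min at room temperature.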
# HCV inhibitor: HCV inhibition. Huh7.5.1 HCVcc-Cre infection, luciferase reporter, 44 h. Potency, µM (titrated, usually from 41.8 µM), for inactives: at the highest dose activity change, negative = inhibition, actives largely listed as inhibitors. 3.4% of 340,000 active. AID 651820; further: potency means the concentration at half of the fitted maximal effect
#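 Seed cells (1,000/well) for 4 h; treat with compound and infect with HCVcc-Cre, moi about 0.5. Incubate 44 h, then detect luciferase activity.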
# An asterisk follows results filed as active; ? = inconclusive; · = no result given; & = joins results of further samples; [ ] = another dose, or the depositor's remark. Unless noted, the call rests on the fitted dose curve; in most records, active means well fitted curve in the direction sought with a large enough effect; inconclusive means small, poorly fitted or top-dose-only effect, or another doubt; inactive means no such curve, though single readings can be large; an effect the other way counts as inactive or inconclusive. Unless noted, on the % scale 0 is the no-effect control and ±100 the full control effect.
compound,Tb PYK inh,HCMV antiviral,LmPK inhibitor,AmpC inh no detg,AmpC detergent,AMA1 RON2 block,HCV inhibitor
COc1ccccc1N(CC(=O)N/N=C/c1c(O)ccc2ccccc12)S(C)(=O)=O,1%,-17,2%,-29%,-2%,70%[activator],?
Cc1cccc(NC(=O)C2CC(=O)n3ncnc3N2)c1 (configuration not stated),-3%,?,3%,-6%,0%,14%,8%
CCCNS(=O)(=O)c1ccc(OCC(=O)NCc2ccc3c(c2)OCO3)cc1,-1%,24,-8%,-18%,?,3%,-7%&11%
COc1ccc(C(=O)N/C(=C\c2ccco2)C(=O)NCc2ccco2)cc1,0%,-28,6%,-22%,0%,9%,21%
Fc1cccc(Cl)c1CSc1ncn[nH]1,-8%,5,3%,-15%,5%,?,11%
O=[N+]([O-])c1ccc(-c2csc(N3CCCCCC3)n2)cc1,-6%,-24,1%,-23%,-14%,-7%,-22%
CCOc1ccc(C(=O)NCc2ccccn2)cc1,-1%,29,17%,-14%,-13%,57%[activator],23%
C[C@@H]1CN([C@@H](C)CO)C(=O)CCCn2nncc2CO[C@@H]1CN(C)C(=O)c1ccc2ccn(C)c2c1,-3%,14,·,·,·,-3%,·
Cc1ccc(S(=O)(=O)N(C)c2nc3ccccc3n3c(C(C)C)nnc23)cc1,-1%,-8,-6%,30%,-9%,2%,-3%
COc1ccc(Nc2c(-c3cccc(OC)c3)nc3nc(C)cc(C)n23)cc1,4%,-16,·,·,·,-7%,·
COc1cc(CC(=O)Nc2sc3c(c2C(N)=O)CCCC3)cc(OC)c1OC,-1%,-33,3%,2%,-12%,3%,?
Cc1ccc(NC(=O)Cn2c(=O)cnc3ccccc32)cc1S(=O)(=O)N1CCOCC1,-5%,-22,·,-21%,-2%,0%,-21%

# Continuation:
compound,Tb PYK inh,HCMV antiviral,LmPK inhibitor,AmpC inh no detg,AmpC detergent,AMA1 RON2 block,HCV inhibitor
COc1ccc(CC(=O)O/N=C(\N)c2ccc(OC)cc2)cc1,-11%,32,0%,-2%,1%,49%[activator],-12%
Cc1ccc(NC(=O)Cn2c(=O)oc3cc(S(=O)(=O)N4CCC(C)CC4)ccc32)cc1Cl,-12%,?,·,·,3%,·,·
C=CCn1c(SCC(=O)NC(=O)c2cccc([N+](=O)[O-])c2)nnc1-c1ccccc1F,-12%,13,0%,-12%,-12%,-6%[2.32 µM],3%
CN(Cc1cccs1)CC(O)COCc1ccco1 (configuration not stated),0%,54,2%,1%,2%,3%,1%
CC(C)(CO)NS(=O)(=O)c1ccc2c(c1)C(=O)c1cc(S(=O)(=O)NC(C)(C)CO)ccc1-2,5%,-27,5%,-3%,-14%,-11%,2%
CCOC(=O)C(=O)N(C)c1c(CC)nc2c(OCc3cc(Cl)cc(Cl)c3)cccn12,2%,-11,·,·,·,-8%,·
O=C(CCN1CCCCCC1)Nc1ccc2c(c1)OCCO2,13%,52,-4%,-14%,6%,14%,-2%
CCOC(=O)N1CCN(C(=O)c2ccc(N(C)S(C)(=O)=O)cc2)CC1,4%,32,2%,-9%,-12%,9%,-18%
C=COC(=O)CSc1nc(-c2cccs2)ccc1C#N,9%,40,4%,-43%,?,27%,3%
CC(=O)OC1=C(C#N)Cn2ccc3cccc1c32,·,·,-1%,-25%,-13%,·,·
O=C(NCCc1ccccc1Cl)c1ccc2c(c1)nc1n2CCOC1,-1%,44,·,·,20%,·,·
COc1ccccc1NC(=O)C1C2C=CC(C2)C1C(=O)NCc1cccnc1 (configuration not stated),-27%,-24,-8%,-14%,-6%,5%,9%

# Random excerpt: four records from the list
compound,Tb PYK inh,HCMV antiviral,LmPK inhibitor,AmpC inh no detg,AmpC detergent,AMA1 RON2 block,HCV inhibitor
C=CCn1c(SCC(=O)NC(=O)c2cccc([N+](=O)[O-])c2)nnc1-c1ccccc1F,-12%,13,0%,-12%,-12%,-6%[2.32 µM],3%
C[C@@H]1CN([C@@H](C)CO)C(=O)CCCn2nncc2CO[C@@H]1CN(C)C(=O)c1ccc2ccn(C)c2c1,-3%,14,·,·,·,-3%,·
COc1ccccc1NC(=O)C1C2C=CC(C2)C1C(=O)NCc1cccnc1 (configuration not stated),-27%,-24,-8%,-14%,-6%,5%,9%
COc1ccc(Nc2c(-c3cccc(OC)c3)nc3nc(C)cc(C)n23)cc1,4%,-16,·,·,·,-7%,·

# The list continues.
compound,Tb PYK inh,HCMV antiviral,LmPK inhibitor,AmpC inh no detg,AmpC detergent,AMA1 RON2 block,HCV inhibitor
O=C(Nc1ccccc1C(=O)OCc1cc(=O)n2c3c(sc2n1)CCCC3)c1cccc(Cl)c1,-11%,-26,·,·,-2%,·,·
Cc1cnc(NC(=O)C2CCC(C(C)(C)C)CC2)s1 (configuration not stated),-4%,4,12%,-27%,?,-7%,17%
c1ccc2sc(Cc3nnc4n3CCCCC4)nc2c1,8%,72,-9%,-16%,-8%,2%,22%
Cn1c(O)c(C=Nc2ccc(Cc3ccncc3)cc2)c(=O)n(C)c1=O,·,·,1%,-17%,3%,·,0%
C[C@]12CCC3C(CC[C@H]4C[C@@H](O)CC[C@]34C)C1C[C@@H](O)C2=O (some centres not stated),-1%,?,·,-11%,·,-1%,-1%
Cc1ccc(-c2c(C(=O)NCCc3ccc(Cl)cc3)oc(=O)c3ccccc23)cc1,-12%,-4,·,·,-1%,·,·
Cc1[nH]c(-c2ccc(F)cc2)cc1C(=O)N1CCN(c2ccccc2F)CC1,-5%,30,1%,113%[activator],-7%,-13%,?
CCc1nnc2n1N=C(c1ccc(-c3cc(Cl)ccc3Cl)o1)CS2,0%,2,-3%,-31%,?,24%,-22%
CCOC(=O)c1ccc(N2C=C(C(=O)OC)C(c3ccc(OC)c(O)c3)C(C(=O)OC)=C2)cc1,13%,-32,5%,117%[activator],?,-11%,?
CC1(c2nnnn2-c2ccc3c(c2)OCCO3)CCC(=O)N1CCc1ccc(O)cc1 (configuration not stated),0%,-7,·,·,·,1%,·
COC(=O)c1cc(NC(=S)Nc2cc(Cl)cc(Cl)c2)cc(C(=O)OC)c1,-7%,-35,0%,-44%,-11%,28%,?
Nc1nc(NCCO)nc(NC2CCCCC2)c1[N+](=O)[O-],-2%,?,0%,-13%,-13%,-7%,-19%

# Continuation:
compound,Tb PYK inh,HCMV antiviral,LmPK inhibitor,AmpC inh no detg,AmpC detergent,AMA1 RON2 block,HCV inhibitor
O=C(O)Cc1sc(NCCc2ccccc2)nc1-c1ccc(F)cc1,-3%,?,1%,-53%,0%,-9%,10%
CCC(=O)N1c2ccccc2-c2nnc(SC)nc2OC1c1ccc(OC)c(OC)c1 (configuration not stated),1%,19,1%,13%,-8%,-5%,8%
O=S(=O)(NCC(c1ccco1)N1CCCCC1)c1ccccc1C(F)(F)F (configuration not stated),1%,-26,·,-22%,-6%,-9%,3%
Oc1ccc(N=Nc2n[nH]c(-c3ccc(Cl)cc3)n2)cc1,-1%,-95*,3%,-9%,?,86%[activator],-13%
COc1ccc2oc(=O)cc(CN3CCN(C(=O)c4ccccc4Br)CC3)c2c1,3%,-26,·,·,8%,·,·
Cc1ccc(-n2nc3ccc(NC(=O)C(C)C)cc3n2)cc1,-5%,147,0%,-2%,-11%,39%[activator],?
CCOC(=O)c1cn2nc(Oc3ccc(C)cc3)ccc2n1,1%,9,-5%,14%,0%,7%,-8%
O=C(O)c1ccc(/C=N/Nc2nnnn2-c2ccccc2)cc1,1%,4,-2%,-12%,1%,-3%,1%
O=C(Cn1cc(C(F)(F)F)cc(Cl)c1=O)NCC1COc2ccccc2O1 (configuration not stated),4%,-9,·,-25%,-2%,-1%,12%
CNC(=O)COC(=O)c1ccccc1NC(=O)c1ccco1,0%,-101*,7%,-8%,1%,-8%,-10%
O=C(O)c1nn(CCOc2c(Cl)cccc2Cl)c(=O)c2ccccc12,3%,-75*,0%,-40%,-3%,47%[activator],11%
O=C(N=C1SC2CS(=O)(=O)CC2N1c1ccc(Br)cc1F)C1CC1 (configuration not stated),-10%,-10,1%,-10%,5%,16%,7%

# (next part)
compound,Tb PYK inh,HCMV antiviral,LmPK inhibitor,AmpC inh no detg,AmpC detergent,AMA1 RON2 block,HCV inhibitor
COc1ccc(N2CCN(C(=O)CSc3nc4ccccc4nc3Cc3ccc(Cl)cc3)CC2)cc1,-2%,-11,·,·,-2%,·,·
C=CCN(CC=C)Cc1nc(N)nc(Nc2ccccc2C)n1,1%,-2,2%,-3%,-12%,68%[activator],-5%
O=C(CCC1CCCN(C(=O)c2ccsc2)C1)NCc1ccc(F)c(F)c1 (configuration not stated),2%,4,-4%,2%,-7%,-3%,-10%
CC1CCC(NC(=O)c2cccc(S(=O)(=O)NCc3ccccc3)c2)CC1 (configuration not stated),3%,8,·,-53%,?,8%,-3%
O=C(NCCCN1CCOCC1)C(=O)N/N=C/c1ccccc1Cl,-1%,2,1%,0%,3%,4%,17%
Cc1cc(N2CCC(C(=O)NCC3CC3)CC2)nc(-c2ccccc2)n1,-3%,-35,0%,10%,-2%,1%,-9%
CC(C)[C@H](NC(=O)C1(c2ccccc2)CCN(C(=O)OC(C)(C)C)CC1)C(=O)O,-1%,23,4%,-7%,-16%,15%,2%
Fc1ccc(C2CC(c3ccc(F)cc3)n3ncnc3N2)cc1 (configuration not stated),-13%,6,2%,31%,?,-7%,2%
CCCN1C(=O)/C(=c2\s/c(=C3\C=Cc4ccccc4N3CC)c(=O)n2-c2ccccc2)SC1=S,·,·,-4%,-2%,-1%,·,-1%
C=CCn1c(SCC(=O)NCc2ccco2)nnc1C1CCCCC1,0%,-2,·,-8%,?,3%,3%
O=C(CN1CCSCC1)N/N=C/c1ccc(Cl)cc1,·,-32,-3%,2%,1%,·,·
Clc1ccc(N2CCOCC2)nn1,-4%,-5,-13%,-13%,?,15%,6%

# Remaining list, next part.
compound,Tb PYK inh,HCMV antiviral,LmPK inhibitor,AmpC inh no detg,AmpC detergent,AMA1 RON2 block,HCV inhibitor
Cc1cc(C)c2cc(CN(CCN(C)C)C(=O)Nc3ccccc3Cl)c(=O)[nH]c2c1,-5%,-22,5%,73%[activator],3%,15%,?
Cc1cc(-n2c(C)c3c(C)nnc(C)c3c2C)ccc1N,-1%,-62*,0%,55%,?,-3%,-76%
Cc1cc2c(C(F)(F)F)cc(=O)oc2c2c1NCCC2,2%,-8,-2%,-6%,?,8%,?
Cc1ccc(CSC2=Nc3ccccc3C3=NC(CCC(=O)NCCc4ccccc4)C(=O)N23)cc1 (configuration not stated),-1%,-90*,·,·,-1%,·,·
Cc1cccn2c(=O)c3cc(C(=O)NCCc4ccccc4)c(=N)n(CC4CCCO4)c3nc12 (configuration not stated),14%,14,1%,-1%,-8%,-6%,-3%
CC(C)(C)N(Cc1cc2ccccc2[nH]c1=O)C(=O)c1cccc([N+](=O)[O-])c1,-2%,?,1%,-11%,-4%,0%,-3%
